Compound activity as filed in PubChem BioAssay.
GCN5L2 inh: inhibitors of human GCN5L2 histone acetyltransferase; Q92830; GCN5L2 HAT assay, ThioGlo1 CoA-SH fluorescence; Potency, µM (top dose mostly 58.9 µM), for inactives: top-dose activity change, negative = inhibition, hits mostly inhibitors; hit rate 0.21% among 390,000; AID 504327
Target sequence (Q92830 whole entry, looked up): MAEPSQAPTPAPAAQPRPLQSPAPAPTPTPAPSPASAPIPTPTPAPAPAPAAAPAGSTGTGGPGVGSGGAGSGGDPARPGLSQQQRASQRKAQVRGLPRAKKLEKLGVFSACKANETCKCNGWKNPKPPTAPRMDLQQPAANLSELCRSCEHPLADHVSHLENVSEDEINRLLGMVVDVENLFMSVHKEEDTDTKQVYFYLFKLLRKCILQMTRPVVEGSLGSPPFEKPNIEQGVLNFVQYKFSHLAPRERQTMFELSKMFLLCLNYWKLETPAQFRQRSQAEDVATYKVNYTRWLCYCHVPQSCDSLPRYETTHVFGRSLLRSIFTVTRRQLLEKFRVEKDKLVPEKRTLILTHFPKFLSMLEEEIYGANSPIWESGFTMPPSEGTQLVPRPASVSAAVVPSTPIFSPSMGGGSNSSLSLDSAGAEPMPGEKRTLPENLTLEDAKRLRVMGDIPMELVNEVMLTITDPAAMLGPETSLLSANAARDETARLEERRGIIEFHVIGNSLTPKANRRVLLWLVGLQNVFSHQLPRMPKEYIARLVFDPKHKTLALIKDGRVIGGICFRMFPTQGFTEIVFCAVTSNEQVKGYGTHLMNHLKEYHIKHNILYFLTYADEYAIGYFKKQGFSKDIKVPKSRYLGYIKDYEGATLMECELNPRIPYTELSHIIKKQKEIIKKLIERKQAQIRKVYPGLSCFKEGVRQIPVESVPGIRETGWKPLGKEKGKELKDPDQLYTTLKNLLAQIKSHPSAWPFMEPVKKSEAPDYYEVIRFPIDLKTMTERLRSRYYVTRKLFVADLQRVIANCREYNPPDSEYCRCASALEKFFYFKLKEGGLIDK
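ThioGlo1-coupled HAT assay: 20nM GCN5L2, 70uM acetyl-CoA, 75uM H3(1-25) peptide, pH 7.5. Fluorescence read at 340/540nm at start and after 20 min at room temperature.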
DT40 TDP1 no CPT: qHTS for Inhibitors of human tyrosyl-DNA phosphodiesterase 1 (TDP1): qHTS in cells in absence of CPT; Potency, µM (titrated, usually from 46.2 µM), inactives show at the top dose activity change, negative = growth inhibition, usual class: inhibitors; hit rate 15% among 420,000; DT40 Tdp1-/- hTDP1 cells, no CPT, ATP luminescence, 48 h; also: nearly all actives have a fitted effect of over 55% in size
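DT40 Tdp1-/-;hTDP1 cells, no CPT (DMSO vehicle only), 400 cells/well; compounds pin-transferred; ≥48 hr, 37 °C; CellTiter-Glo 30 min RT dark, luminescence read.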
DT40 TDP1 CPT: growth inhibition of DT40 Tdp1-/-;hTDP1 cells with camptothecin (screen for TDP1 inhibitors); hit rate 12% among 420,000; chicken DT40 Tdp1-/-;hTDP1 cells + 20 nM CPT, ATP luminescence, 48 h; Potency, µM (titrated, usually from 46.2 µM), without a hit: at the highest dose activity change, negative = growth inhibition, usual class: inhibitors; also: nearly all actives have a fitted effect of over 55% in size
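Chicken DT40 Tdp1-/- cells complemented with human TDP1, 400 cells/well, exposed to compounds plus 20 nM camptothecin for at least 48 h at 37 C; viability read as ATP content by CellTiter-Glo luminescence.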
Active calls of the source: *; ? = inconclusive; · = no result given; [ ] = dose if it differs, or a comment. Calls follow the shape of the dose curve; as a rule, active = well fitted curve in the direction sought with a large enough effect; inconclusive = small, poorly fitted or top-dose-only effect, or another doubt; inactive = no such curve, though single readings can be large; an effect the other way counts as inactive or inconclusive. % is scaled to controls: 0 for no effect and ±100 for the full control effect; potency is read from the fitted curve at half-maximal effect. No enrichment for hits, and some 18% of all compounds hit somewhere here.

SMILES	GCN5L2 inh	DT40 TDP1 no CPT	DT40 TDP1 CPT
CCCOc1ccc(N2C(=O)CC(N3CCN(S(=O)(=O)c4ccccc4)CC3)C2=O)cc1 (configuration not stated)	0%	10%	-17%
COc1ccccc1CNc1nc(NC(C)C)nc2cc(-c3ccccc3)sc12	·	4.1µM*	2.6µM*
COCCn1c(C)cc(C(=O)CSc2nc3ccccc3s2)c1C	-8%	18µM*	13µM*
CCOC(=O)c1cc(-c2cc(OC)c(OC)c(OC)c2)nc2c1c(=O)[nH]c(=O)n2Cc1ccccc1	-16%	?	?
O=C(Cc1cccs1)NCc1cccnc1	-9%	10%	5%
NNC(=O)COc1ncn(-c2ccccc2)n1	·	-20%	1%
CCCCN(C)C(=O)c1sc(=O)n(Cc2ccc(Cl)c(Cl)c2)c1C	·	21µM*	?
O=C(NC1CC2CCC(C1)N2Cc1nnnn1Cc1ccco1)NC12CC3CC(CC(C3)C1)C2 (configuration not stated)	3%	18µM*	21µM*
CCc1c(Cl)nc(N)nc1Nc1ccccc1C	·	?	?
COc1ccc(NC(=O)COC(=O)[C@@H]2CCCN2C(=O)c2cccs2)c(OC)c1	-8%	-26%	-8%
NC(=S)N/N=C1\CC(c2ccc3c(c2)OCCCO3)Oc2ccc(F)cc21 (configuration not stated)	-8%	4.6µM*	2.6µM*
CN(C)CCNc1nc2sc3c(c2c(=O)n1-c1ccccc1)CCCCC3	-20%	?	2%
O=C(Nc1ccccc1)Nc1ccc(Nc2ccccc2)cc1	·	7.3µM*	?
O=C(CCCNC(=O)c1ccc(Cl)cc1)Nc1ccc(Br)cc1	-4%	-15%	-17%
CC(C)C[C@H](NC(=O)C1CC(=O)N(c2ccc3c(c2)OCO3)C1)C(=O)NC1CCCC1 (some centres not stated)	1%	6%	-15%
Nc1[nH]c(=O)[nH]c(=O)c1N=Nc1ccc(C(=O)O)cc1	-25%	-1%	-16%
N#Cc1ccc(-c2cccc3nccn23)cc1	·	-13%	-5%
NC(=O)NC(=O)COC(=O)/C=C/c1cccs1	-6%	-24%	-2%
Nc1cc(=O)[nH]c(SCCSc2ccc(F)cc2)n1	-4%	?	?
Cc1ccc(C)c2[nH]c(=O)c(CCNC(=O)c3cccs3)cc12	-5%	-24%	-17%
CN(C)CC/C=C1/c2cc(F)ccc2Sc2ccc(Cl)cc21	·	18µM*	?
COc1ccc(CCn2ccc(O)c(Cc3ccc(Cl)cc3Cl)c2=O)cc1OC	-2%	-13%	3%
O=S(=O)(c1ccccc1)n1nc(-c2ccccc2)nc1NCc1ccco1	-14%	-28%	-19%
Cc1cccc(CCNC(=O)c2nc(-c3ccc(Cl)cc3)n3c2CCCCC3)c1	-16%	9.2µM*	10µM*
COc1ccc(CC(=O)NNC(=O)c2ccco2)cc1OC	2%	-5%	-18%

Next section:
SMILES	GCN5L2 inh	DT40 TDP1 no CPT	DT40 TDP1 CPT
COc1ccc2nc(NC(=O)CSC3=NCCS3)sc2c1	-17%	?	?
O=C(Nc1nccs1)c1cnc2sccn2c1=O	·	0%	-1%
Cc1cc(C)nc(Nc2nc(C(N)Cc3ccccc3)cs2)n1 (configuration not stated)	·	5.2µM*	5.8µM*
COc1ccc(OC)c(NC(=O)C(=O)/C=C(\O)c2cc(OC)ccc2OC)c1	-1%	?	?
CC(C)(C)c1ccc(C(=O)Nc2ccc(C(=O)N3CCCC3)cc2)cc1	-10%	23µM*	21µM*
Cc1ccc(NC(=O)CSc2nnc(-c3ccc(S(=O)(=O)N4CCOCC4)cc3)n2C)cc1	-7%	-10%	-21%
CCCC(C)NC(=O)c1ccccc1SC (configuration not stated)	-10%	5%	2%
O=c1[nH]c(CN2CCN(C/C=C/c3ccccc3)CC2)nc2cc(Cl)ccc12	2%	21µM*	?
NC(=NC(=O)c1cccc(C(F)(F)F)c1)c1ccc(C(F)(F)F)cn1	-27%	-7%	-8%
O=C(CCCN1C(=O)/C(=C\c2ccccc2)SC1=S)Nc1ccccc1O	2%	?	?
O=[N+]([O-])c1ccc(OCn2cncn2)cc1	-7%	-19%	-11%
COc1ccc(C(CNC(=O)COc2ccc(F)cc2Cl)N2CCOCC2)cc1 (configuration not stated)	2%	?	?
COc1ccc(CNC(=O)OCCN2CCN(Cc3ccccc3)CCC2=O)cc1	0%	-15%	-13%
O=C(CSc1nnc(-c2ccc(O)cc2)n1Cc1ccccc1)NNC(=O)c1ccc(Br)cc1	-1%	1%	-3%
O=c1c2ccccc2nc(-c2ccccc2)n1/N=C/c1ccc([N+](=O)[O-])cc1	6%	-16%	-8%
CCn1c(NC(=O)c2ccccc2)c(-c2cccs2)c(=O)c2ccccc21	-1%	?	21µM*
CCC(C(=O)NCCc1ccc(SC)cc1)n1nc(C)c2sc3ccccc3c2c1=O (configuration not stated)	-2%	23µM*	?
Cc1c(NC(=O)Nc2ccc(Br)cc2F)sc2nc3n(c(=O)c12)CCC(C)CC3 (configuration not stated)	-9%	?	3.7µM*
O=c1cc(-c2ccc(Cl)cc2)[nH]c2ccccc12	-11%	6.5µM*	4.1µM*
Cc1cccc(Oc2nc(-c3ccccn3)nc3ccccc23)c1	-5%	1µM*	1.2µM*
CC(OC(=O)/C=C/c1ccco1)C(=O)NC1CCCCC1 (configuration not stated)	·	?	-19%
CC(C)Oc1ccc(C(CC(=O)O)c2ccc(F)cc2)cc1 (configuration not stated)	-3%	-2%	23%
CN(C)/C=N/NC(=O)c1ccccc1	-2%	19%	-4%
CCOc1ccc(/C=N/NC(=O)C(C)N(c2ccc(OC)cc2)S(C)(=O)=O)cc1 (configuration not stated)	?	-9%	-27%
O=C(CCc1nc2ccccc2c(=O)[nH]1)N1CCN(S(=O)(=O)c2cc(Cl)ccc2Cl)CC1	·	?	?

Structural class: the compounds so far with a COOH group
SMILES	GCN5L2 inh	DT40 TDP1 no CPT	DT40 TDP1 CPT
Nc1[nH]c(=O)[nH]c(=O)c1N=Nc1ccc(C(=O)O)cc1	-25%	-1%	-16%
CC(C)Oc1ccc(C(CC(=O)O)c2ccc(F)cc2)cc1 (configuration not stated)	-3%	-2%	23%

Next records.
SMILES	GCN5L2 inh	DT40 TDP1 no CPT	DT40 TDP1 CPT
CCCNC(=S)Nc1ccc(Cl)cc1Cl	-4%	-21%	-19%
COc1cc(SC)ccc1C(=O)Nc1c(C)cccc1C	0%	13µM*	?
Cc1ccc(-c2cc(NC(=O)c3ccccc3)on2)cc1	1%	-12%	-16%
COc1ccc(N2CC(NC(=O)COc3ccc(F)cc3)CC2=O)cc1OC (configuration not stated)	1%	-14%	-7%
CCc1ccccc1N1CC23C=CC(O2)C(C(=O)OC)C3C1=O (configuration not stated)	0%	-5%	2%
COc1ccccc1CN1CCNC(=O)C1CC(=O)NCCC1=CCCCC1 (configuration not stated)	?	?	-28%
Cc1cccc(N2CCN(S(=O)(=O)c3ccc4c(c3)NC(=O)CS4)CC2)c1C	-26%	?	?
CC(=O)Nc1cccc(CNCc2cccc(NC(C)=O)c2)c1	-8%	7%	-5%
Cc1cccc2c1-c1sc(C(=O)NCCCN3CCN(c4cccc(Cl)c4)CC3)cc1CO2	-11%	?	23µM*
Cc1cc(OCC(=O)N(Cc2ccco2)C2CCS(=O)(=O)C2)ccc1Cl (configuration not stated)	1%	?	-17%
COc1cccc(/C=C/C(=O)Nc2ccc3c(c2)OCCO3)c1	-9%	-13%	-17%
Cc1ccc(Cc2nnc(SCC(=O)Nc3ccc(C)cc3C)[nH]c2=O)cc1	1%	?	-12%
CCCCC(=O)OCc1cc(=O)n2nc(C3CCCCC3)sc2n1	11%	-4%	-10%
O=C(NCc1cccs1)c1cc2c(s1)CS(=O)(=O)C2	-7%	-9%	-7%
CCC(=O)Nc1cccc(NC(=O)c2ccc3c(c2)OCCO3)c1	1%	-29%	?
O=C(c1ccc(Cl)c(S(=O)(=O)N2CCc3ccccc3C2)c1)N1CCN(c2ccccc2)CC1	-8%	?	3.7µM*
O=C(Cc1cccs1)N1CCN(S(=O)(=O)c2ccc(F)c(F)c2)CC1	-2%	9%	8%
CCCOc1ccc(-c2nonc2NC(=O)c2cc(OC)c(OC)c(OC)c2)cc1OCCC	-10%	?	?
CC1(C)OC(=O)C(=NNc2ccccc2[N+](=O)[O-])C(=O)O1	1%	-4%	-2%
CC(=O)N1CCc2cc(CNC(=O)Nc3ccccc3C(F)(F)F)ccc21	-6%	-11%	-16%
COc1ccc(C2=C(c3ccccc3)OC(OC)c3cc(F)ccc32)cn1 (configuration not stated)	·	?	-22%
N=C1C(c2ccccc2)=C(O)CN1c1ccccc1	-8%	2%	10%
COCc1nnc(NC(=O)COc2ccc3c(c2)OCO3)s1	-6%	4%	7%
CC(=O)Nc1cccc(-c2nnc(SCC(=O)N3CCCCC3)n2C)c1	0%	2%	-17%
Cc1ccc(-c2nc(CN(Cc3cnn(C)c3)C(C)C)c(C)o2)o1	0%	-21%	-12%

Full records as entered above. Order of screens: GCN5L2 inh	DT40 TDP1 no CPT	DT40 TDP1 CPT
`Cc1ccc(Cc2nnc(SCC(=O)Nc3ccc(C)cc3C)[nH]c2=O)cc1` is listed as 1%	?	-12%
`O=C(Cc1cccs1)N1CCN(S(=O)(=O)c2ccc(F)c(F)c2)CC1` is listed as -2%	9%	8%
`CCC(=O)Nc1cccc(NC(=O)c2ccc3c(c2)OCCO3)c1` is listed as 1%	-29%	?
`Cc1ccc(-c2cc(NC(=O)c3ccccc3)on2)cc1` is listed as 1%	-12%	-16%
`N=C1C(c2ccccc2)=C(O)CN1c1ccccc1` is listed as -8%	2%	10%

(cont.)
SMILES	GCN5L2 inh	DT40 TDP1 no CPT	DT40 TDP1 CPT
O=C(CCC1N=C2c3ccccc3N=C(SCc3ccc(F)cc3)N2C1=O)NCc1ccc(F)cc1 (configuration not stated)	-4%	?	?
COc1ccc(C(=O)Nc2ccc(Cl)cc2C(=O)NCCO)cc1	·	-13%	-14%
CCn1c(SCC(=O)c2ccc(C)cc2)nnc1-c1ccncc1	1%	-12%	-15%
Cc1ccc(NC(=S)/N=C(\N)Nc2nc(C)c3cc(C)ccc3n2)c(C)c1	-11%	12µM*	21µM*
CC(=O)Nc1ccc(OCC(=O)c2cc(C)ccc2C)cc1	-3%[0.501 µM]	1%	7%
Cc1cccc(/N=C/c2nc(-c3ccccc3Br)oc2O)n1	-5%	?	?
Cc1ccc(C(=O)CNc2ccccc2)cc1	-2%	?	?
CCCCN(C(C)=O)c1c(CC)nc2ccc(C(=O)NCc3cccs3)cn12	·	?	?
CCCN(CCC)CCCNC(=O)Cn1ncc2c3ccccc3n(Cc3ccccc3)c2c1=O	2%	?	?
CCN(CC)C(=O)Cn1cc(SCC(=O)Nc2cccc(C)c2)c2ccccc21	-7%	?	?
Cc1ccc2c(=O)c(C(=O)c3ccc(F)cc3)cn(CC(=O)NCc3ccco3)c2n1	-4%	-20%	?
CN1CCN(c2cccc3c2S(=O)(=O)N[C@@H](Cc2ccccc2)CO3)CC1	·	?	?
CCc1cc(=O)oc2cc(C)cc(OCC(=O)NCCCN3CCOCC3)c12	-3%	7%	2%
Cc1ccc(S(=O)(=O)N2CCC(C(=O)N[C@@H](C)C(=O)NCC3CCCO3)CC2)cc1 (some centres not stated)	0%	-1%	-20%
COc1ccc(-c2noc(CCN3C(=O)c4ccccc4C3=O)n2)cc1OC	1%	-24%	-14%
COc1ccc(-c2nn(-c3ccccc3)cc2CN2CCCO2)c(F)c1	-6%	?	?
COc1ccccc1N(CC(O)COc1c(C)cc(C)cc1C)S(=O)(=O)c1ccccc1 (configuration not stated)	-13%	?	?
O=C(CSc1nc(=O)n(CCCN2CCOCC2)c2c1CCCC2)Nc1ccc(F)cc1	-8%	-8%	-5%
C=C(C)[C@@H]1C2=CC(C(=O)OC)=C(C[C@@H](C(=C)C)[C@H]3O[C@H]3C3=C[C@H]1OC3=O)O2	·	1.1µM*	1.1µM*
CC[C@@H](C)[C@@H]1CN([C@@H](C)CN2CCC[C@H]2CN2C(N)=NC[C@H]2C(C)C)C(=N)N1CCc1ccc(Cl)c(Cl)c1	-4%	?	?
Cc1cc(C(=O)Nn2cnnc2)ccc1[N+](=O)[O-]	-10%	-3%	0%
CCC1(COC(=O)Nc2cccc(Cl)c2)COC1	-6%	-14%	-15%
Cc1cc(C)c(OCC(=O)Nc2ccc(NC(=O)c3ccco3)cc2)c([N+](=O)[O-])c1	-1%	0%	-6%
COC(=O)CSc1nnc(CNC(=O)c2cc(OC)c(OC)c(OC)c2)n1C	0%	-4%	-19%
Cc1ccc(NC(=O)COC(=O)c2ccn(C)n2)cc1	-7%	-12%	-4%
